mcGAS lum = cyclic GMP-AMP synthase inhibitors, mouse, primary biochemical chemiluminescence; recombinant cGAS, Kinase-Glo ATP depletion luminescence; inhibition, % at 12.5 µM; 160,000 tested, 0.15% active; AID 1259399, 2018;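 also: 0% = negative control wells and 100% = reference inhibitor with no enzyme activity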
hcGAS lum = Primary biochemical luminescence assay for human cyclic GMP-AMP synthase inhibitors | inhibition, % at 12.5 µM | recombinant h-cGAS, ATP depletion, Kinase-Glo luminescence | AID 1259398, 2018 | Q8N884 | 290,000 tested, 0.081% active;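 also: 0% = vehicle reaction and 100% = reaction without DNA for no activity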
Target sequence (Q8N884 whole entry, looked up): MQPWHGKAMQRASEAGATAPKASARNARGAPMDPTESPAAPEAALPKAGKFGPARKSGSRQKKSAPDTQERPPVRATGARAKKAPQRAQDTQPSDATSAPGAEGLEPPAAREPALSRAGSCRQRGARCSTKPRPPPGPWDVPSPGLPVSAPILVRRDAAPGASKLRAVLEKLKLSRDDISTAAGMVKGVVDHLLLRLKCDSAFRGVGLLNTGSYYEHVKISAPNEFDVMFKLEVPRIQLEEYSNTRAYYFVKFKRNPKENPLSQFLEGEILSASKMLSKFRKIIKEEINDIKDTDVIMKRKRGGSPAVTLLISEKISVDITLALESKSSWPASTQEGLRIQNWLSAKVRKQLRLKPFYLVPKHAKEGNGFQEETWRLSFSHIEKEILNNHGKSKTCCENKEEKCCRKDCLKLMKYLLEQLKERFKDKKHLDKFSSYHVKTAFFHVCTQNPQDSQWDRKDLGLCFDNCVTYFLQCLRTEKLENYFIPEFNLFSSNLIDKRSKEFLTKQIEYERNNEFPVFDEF
NPYLR7 ag = agonists of mosquito NPYLR7 receptor, primary screen, cell-based, Aedes aegypti, calcium fluorescence, mosquito biting behavior | HEK293T NPYLR7/Galpha15, GCaMP6s calcium fluorescence | AID 1259423, 2018 | 270,000 tested, 0.15% active | Aedes aegypti neuropeptide Y-like receptor 7 (NPYLR7) | activation, % at 10 µM; in the data active = activation above about 40%;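 also: 0% = vehicle and 100% = reference agonist at the receptor; some compounds past the cut are filed as inactive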
Starred values were filed as active, the others as inactive; x = not tested or not shown. Rule as the data show it, unless noted: active = inhibition above about 40%; inactive = the rest.

SMILES	mcGAS lum	hcGAS lum	NPYLR7 ag
COc1cccc(C(=O)NCC2Cc3cc(C(C)(C)C)ccc3O2)c1 (stereo unspecified)	-5	-4	3
O=S(=O)(NCCNS(=O)(=O)c1cccs1)c1cccs1	x	0	2
Cc1cc(N(C)C)nc(NCCNC(=O)c2ccc(Br)o2)n1	x	-2	0
C=CCN(C(=O)C1CCCO1)c1nc(-c2ccc(S(C)(=O)=O)cc2)cs1 (stereo unspecified)	-3	-1	6
COc1cccc(-c2nc(OC)nn2-c2cccc(NC(=O)c3ccc(C(F)(F)F)cc3)c2)c1	-3	0	x
CN(C)c1cc(Cl)nc(SCC(=O)O)n1	x	2	34
CCCn1c(C(C)NCCOC)nc2ccccc2c1=O (stereo unspecified)	x	-7	12
CC1CN(c2nc(-c3ccccc3)nc3c2CN(C(=O)c2cccs2)CC3)CC(C)O1 (stereo unspecified)	-7	-10	-6
CC(C)(C)C1CCc2sc(C(=O)NN3C(=O)NC4(CCCCC4)C3=O)cc2C1 (stereo unspecified)	x	14	-1
Cc1nc(SCC(=O)c2c(N)n(C3CC3)c(=O)[nH]c2=O)n(C2CCCC2)c1C	x	-8	3
CCc1nc(C2CN(C(=O)c3cnc4n[nH]c(C)c4c3)CCO2)n[nH]1 (stereo unspecified)	x	25	-3
COC(=O)c1ccc(CN2CCC3(CC2)C(=O)N(CCc2ccccc2)C(=O)N3C)cc1	-15	-3	8
Cc1ccnc(NC(=O)NCCCSc2nc(C)cc(C)n2)n1	x	-9	13
COC(=O)C(c1cccnc1)N1CCN(C(=O)c2ccc(Cl)cc2)CC1 (stereo unspecified)	x	-3	5
COc1ccc(S(=O)(=O)Oc2ccccc2CN(C(=O)NC(C)(C)C)C2CC2)cc1	-2	-3	-7
Cc1nc(SCC(=O)Nc2sc3c(c2C#N)CCC3)c2c3c(sc2n1)CCCC3	-7	-6	-4
Cc1cc(-n2ccnc2C)n2c(nc3ccccc32)c1C#N	-3	-2	3
COc1ccc(-c2cnc(-c3cccc(CNC(=O)COc4ccccc4)c3)[nH]2)cc1	-4	-6	3
O=C(O)C1CC12CCN(C(=O)C1(c3cccc(Br)c3)CCOCC1)CC2 (stereo unspecified)	-13	-6	11
Cc1ccc(N2C(=O)CS(=O)(=O)C23C(=O)Nc2ccccc23)cc1C (stereo unspecified)	x	-3	1
CCCc1nc(N2CCCN(C(=O)Nc3ccc(Cl)cc3)CC2)c2c(-c3ccccc3)noc2n1	-6	-4	20
COc1ccccc1N1C(=O)CSC1c1ccccc1NC(=O)c1ccc([N+](=O)[O-])cc1 (stereo unspecified)	-3	-3	-2
CC(C)c1ncc(CN2C[C@@H]3C4CCC(CC4)[C@@H]3C2)cn1	x	-8	-2
NS(=O)(=O)c1ccc(N2C(=O)CSC2=S)cc1	x	-4	-5
COc1cc(C(=O)NC(Cc2ncc[nH]2)c2ccccc2)ccc1C (stereo unspecified)	x	-11	1

In another format: results already given
Second line of a record – mcGAS lum, hcGAS lum, NPYLR7 ag
COc1cccc(C(=O)NCC2Cc3cc(C(C)(C)C)ccc3O2)c1 (stereo unspecified)
    -5, -4, 3
O=S(=O)(NCCNS(=O)(=O)c1cccs1)c1cccs1
    x, 0, 2
Cc1cc(N(C)C)nc(NCCNC(=O)c2ccc(Br)o2)n1
    x, -2, 0
C=CCN(C(=O)C1CCCO1)c1nc(-c2ccc(S(C)(=O)=O)cc2)cs1 (stereo unspecified)
    -3, -1, 6
COc1cccc(-c2nc(OC)nn2-c2cccc(NC(=O)c3ccc(C(F)(F)F)cc3)c2)c1
    -3, 0, x
CN(C)c1cc(Cl)nc(SCC(=O)O)n1
    x, 2, 34
CCCn1c(C(C)NCCOC)nc2ccccc2c1=O (stereo unspecified)
    x, -7, 12
CC1CN(c2nc(-c3ccccc3)nc3c2CN(C(=O)c2cccs2)CC3)CC(C)O1 (stereo unspecified)
    -7, -10, -6
CC(C)(C)C1CCc2sc(C(=O)NN3C(=O)NC4(CCCCC4)C3=O)cc2C1 (stereo unspecified)
    x, 14, -1
Cc1nc(SCC(=O)c2c(N)n(C3CC3)c(=O)[nH]c2=O)n(C2CCCC2)c1C
    x, -8, 3
CCc1nc(C2CN(C(=O)c3cnc4n[nH]c(C)c4c3)CCO2)n[nH]1 (stereo unspecified)
    x, 25, -3
COC(=O)c1ccc(CN2CCC3(CC2)C(=O)N(CCc2ccccc2)C(=O)N3C)cc1
    -15, -3, 8
Cc1ccnc(NC(=O)NCCCSc2nc(C)cc(C)n2)n1
    x, -9, 13
COC(=O)C(c1cccnc1)N1CCN(C(=O)c2ccc(Cl)cc2)CC1 (stereo unspecified)
    x, -3, 5
COc1ccc(S(=O)(=O)Oc2ccccc2CN(C(=O)NC(C)(C)C)C2CC2)cc1
    -2, -3, -7
Cc1nc(SCC(=O)Nc2sc3c(c2C#N)CCC3)c2c3c(sc2n1)CCCC3
    -7, -6, -4
Cc1cc(-n2ccnc2C)n2c(nc3ccccc32)c1C#N
    -3, -2, 3
COc1ccc(-c2cnc(-c3cccc(CNC(=O)COc4ccccc4)c3)[nH]2)cc1
    -4, -6, 3
O=C(O)C1CC12CCN(C(=O)C1(c3cccc(Br)c3)CCOCC1)CC2 (stereo unspecified)
    -13, -6, 11

Next section.
SMILES	mcGAS lum	hcGAS lum	NPYLR7 ag
CC(C)(C)c1ccc(COc2coc(CN3CCCN(C(=O)c4cnn(-c5ccccc5)c4C(F)(F)F)CC3)cc2=O)cc1	-3	-4	11
O=C(c1cccc(OC(F)F)c1)N1CCN(Cc2cccc(-c3noc(-c4ccccc4)n3)c2)CC1	-8	-7	5
Cc1cc(C(=O)CSc2nnc3n2CCCCC3)c(C)n1-c1ncn[nH]1	x	-2	10
CC(C)Cn1c(N)n[nH]c1=S	x	-3	2
O=C(Cc1cccc(Cl)c1)N1CCOC(COc2ccc3c(c2)CCCC3)C1 (stereo unspecified)	-6	-4	-5
Cc1ccn2c(CNCCCn3cccn3)c(C(=O)N3CCCCCC3)nc2c1	-10	-7	3
CN(CC1CCCCO1)C(=O)c1ccc2cccnc2n1 (stereo unspecified)	x	-7	6
O=C(c1cccc(F)c1)N(Cc1ccc(OCc2nc(CO)cs2)cc1)C1CC1	0	2	-2
COCCCNC(=O)c1cc(-c2cccc(OC)c2)nc2cc(-c3ccccc3)nn12	33	-2	20
Cc1nc2sccn2c(=O)c1NC(=O)c1ccc(F)cc1F	-7	-9	11
CCSc1nc(CC(=O)NC(CC)c2cnn(C)c2)cs1 (stereo unspecified)	-13	-6	-4
COc1ccc(-c2onc3c2CCc2ccccc2-3)cc1NC(=O)c1ccc2nonc2c1	1	6	1
CC(C)(C)c1cc(CN2CCC(CNS(C)(=O)=O)C2)[nH]n1 (stereo unspecified)	x	-4	5
C=C(C)Cn1c(NCCCOCC)nc2c1c(=O)[nH]c(=O)n2C	-5	-5	4
CCCc1cc(NCCOC)n2nc3nc(C)cc(C)c3c2n1	2	7	2
Cc1ccccc1C(c1cnccn1)N(C)C(=O)C1CCN(S(=O)(=O)c2c(C)noc2C)CC1 (stereo unspecified)	1	0	-15
COC(=O)CCCC(=O)N1CCCC(Nc2ccc(OC)c(OC)c2)C1 (stereo unspecified)	-10	-10	0
CNc1nccc(N2CCC(CC(=O)NCCN3CCOCC3)CC2)n1	-6	-16	x
CCOC(=O)c1[nH]ncc1CN1CCCC(CCC(=O)Nc2cc(Cl)ccc2OC)C1 (stereo unspecified)	-12	-9	16
COc1ccc(-n2c(SCC(=O)Nc3c(C)cc(C)cc3C)nc3c(c2=O)SCC3)cc1OC	-2	1	-10
COCc1nc(-c2ccc(CN3CCN(C(=O)c4ccccc4C#N)CC3)cc2)no1	-7	-4	-1
c1ccc2[nH]c(CC3CCCN(Cc4cc5n(n4)CCNC5)C3)nc2c1 (stereo unspecified)	x	-1	1
NC(=O)C1CCCC1NC(=O)CCS(=O)(=O)C1CCCC1 (stereo unspecified)	-15	-15	4
CCc1cnc(-c2c[nH]c3ccc(C)cc23)nc1	-12	-3	-2
Cn1c(N)c(C(=O)CSc2nnc(C3CC3)n2C2CC2)c(=O)n(C)c1=O	x	-7	9
SMILES	mcGAS lum	hcGAS lum	NPYLR7 ag
O=C(Oc1ccccc1Br)c1ccc2ccccc2c1	-5	-3	0
CC(=O)NC1=NN(C(C)=O)C2(S1)C(=O)N(Cc1ccccc1)c1ccc(Br)cc12 (stereo unspecified)	-2	-3	3
CC(Cn1cccn1)NC(=O)CCC(=O)Nc1ccc(F)c(Cl)c1 (stereo unspecified)	-11	0	4
O=C(c1csc2nc(-c3cccc(F)c3)cn12)N1CCc2ccccc2C1	-10	-7	-2
COc1cccc2sc(NC(=O)c3ccc(S(=O)(=O)N4CCc5ccccc5C4)cc3)nc12	x	-3	-3
CCc1nc2ccc(C(=O)N(C)Cc3ccco3)cn2c1N(C)Cc1cc2ccccc2s1	-5	-6	-5
CC1(Cc2ccccc2Cl)C(=O)Nc2ccc(OC(F)(F)F)cc21 (stereo unspecified)	-2	3	2
CCC(C)C(=O)NCC(=O)OCc1cc(Cl)c2nccn2c1 (stereo unspecified)	x	-5	4
CC(C)(C)C1CCC(OC(=O)c2ccco2)CC1 (stereo unspecified)	-3	-1	4
O=C(/C=C/c1cccnc1)Nc1ccccc1CN1CCCC1	x	-5	9
CCOC(=O)/C(=C/c1ccccc1[N+](=O)[O-])NC(=O)c1c(-c2ccccc2)noc1C	-1	1	-15
CC(=O)Nc1ccc(NC(=O)C23CC4CC(CC(Cl)(C4)C2)C3)c(C(F)(F)F)c1	x	-6	3
CN(C)C(CNC1CC2CC1C1CCCC21)c1ccco1 (stereo unspecified)	x	-4	3
CCCNC(=O)CSc1nc(N)c(NC(=O)c2ccc(OCC)cc2)c(=O)[nH]1	-7	-2	-7
CCCC(=O)N(CCN1CCOCC1)c1nc2c(OC)ccc(C)c2s1	x	-7	5
Cc1cccn2cc(Cn3ccnc3-c3ccc(CO)o3)nc12	x	-5	4
Cc1cc(S(=O)(=O)N[C@H]2CCCCNC2=O)c(C)cc1Cl	-3	-6	0
CN(C)S(=O)(=O)Nc1ccc2c(c1)NC(=O)CC2c1ccc(Cl)cc1 (stereo unspecified)	-6	1	17
CN(C)S(=O)(=O)c1ccc(I)cc1	x	-5	6
O=C1CCC(CCC(=O)N2CCC(c3ccccc3Cl)C2)(Cc2cccs2)N1 (stereo unspecified)	-9	-7	8
CC(C)C(C)(C#N)NC(=O)c1ccc(Br)o1 (stereo unspecified)	x	-5	0
Cc1ccc(C(=O)N=c2sccn2C(C(=O)NCCN(C)C)c2ccccc2)cc1 (stereo unspecified)	x	-18	2
Cc1nccn1CC1CCCN(Cc2ccc(Cn3cccn3)cc2)C1 (stereo unspecified)	x	-12	-2
CN(CCCc1cnn(C)c1)C(=O)c1ccc(-c2ccn[nH]2)cc1	-17	-4	26
CC[C@H](CO)NCCN[C@H](CC)CO	-5	-3	-1
SMILES	mcGAS lum	hcGAS lum	NPYLR7 ag
COC(=O)C1CSCN1 (stereo unspecified)	-2	-2	-4
CCC(CC)(C(=O)O)C(=O)O	x	-8	1
CCCCOc1ccccc1C(=O)N1CCOC(C(F)(F)F)C1 (stereo unspecified)	x	-4	7
O=C1OCCN1c1ccccc1NCc1ccc(Br)cc1	x	-5	-1
Cn1ccc(C2CCCCN2S(=O)(=O)NCc2ccccc2)n1 (stereo unspecified)	x	-5	6
O=C(CSc1nc2c(cnn2-c2ccc(Cl)cc2)c(=O)[nH]1)NCc1ccc2c(c1)OCO2	-7	0	-2
Cc1c(C(C)NC(=O)CCN2CCCO2)cnn1-c1cccc2ccccc12 (stereo unspecified)	x	0	7
CC(NC(=O)N1CCc2ccccc2C1)c1ccc2c(c1)OCO2 (stereo unspecified)	1	7	-5
COc1cc2c(cc1CN1CCC(CNC(C)=O)C1)OCCCO2 (stereo unspecified)	-15	1	-1
Oc1ccc2ccccc2c1C=NCc1cn2ccsc2n1	x	-11	-3
Cc1cc(N)n(-c2nc3c(cnn3-c3cccc(C)c3C)c(=O)[nH]2)n1	x	-6	5
O=C(CN1C(=O)NC2(CCc3ccccc32)C1=O)NC1CCCCCC1 (stereo unspecified)	x	-5	0
O=C1SCCN1CCC(=O)N(c1ccccc1)c1cc2ccccc2c(=O)[nH]1	-1	4	-6
Cc1nc(CNC2CC2)[nH]c(=O)c1Cc1cccc(C(F)(F)F)c1	x	-3	17

High-throughput results from PubChem.
